# Compound activity from PubChem BioAssay.
# E-sel TNF inh: TNF alpha driven E-selectin expression inhibition | HUVEC TNFa-induced E-selectin immunofluorescence, high content | inhibition, % at 2 µM | 0.71% of 120,000 active | AID 1246;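 active means inhibition above the batch mean plus 3 SD, and confirmed as a hit on visual image review, cut at about 43% in these data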;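 further: 0% = TNF-stimulated DMSO wells and 100% = unstimulated control wells; not every result past the cut was called active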
# MRP1 act: MRP-1 activation; viability increase, % at 10 µM; AID 799; H69AR cells + doxorubicin, viability rescue, CellTiter-Glo; 0.61% of 140,000 active;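 active means viability gain under doxorubicin at or above a set limit, the compound median plus 3 SD, cut at about 4.7% in these data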;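 further: MRP-1 overexpressing cells given doxorubicin 25 µM after compound pretreatment; 18-22 h compound pretreatment then 72 h with doxorubicin before readout; 0% = doxorubicin-only wells and 100% = vehicle-treated cells without doxorubicin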
# NPY Y2 blocker: NPY-Y2 (human) receptor antagonism; inhibition, % at 2.7 µM; NPY-Y2 expressing cells, antagonist mode; 0.99% of 140,000 active; P49146; in the data active means inhibition above about 17%;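 further: 0% = vehicle with agonist challenge and 100% = reference antagonist with challenge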
# Target sequence (P49146 whole entry, looked up): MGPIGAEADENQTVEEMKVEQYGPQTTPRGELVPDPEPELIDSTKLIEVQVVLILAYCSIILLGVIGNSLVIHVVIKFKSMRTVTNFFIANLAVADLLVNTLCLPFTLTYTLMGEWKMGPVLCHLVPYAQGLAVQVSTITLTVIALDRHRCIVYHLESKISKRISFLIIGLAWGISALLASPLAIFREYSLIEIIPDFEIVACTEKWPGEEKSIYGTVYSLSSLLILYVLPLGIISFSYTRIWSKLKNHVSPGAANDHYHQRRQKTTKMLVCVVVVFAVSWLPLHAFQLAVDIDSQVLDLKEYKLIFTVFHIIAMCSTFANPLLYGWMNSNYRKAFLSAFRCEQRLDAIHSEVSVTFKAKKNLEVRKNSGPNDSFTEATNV
# Yeast growth inh: chemicals that inhibit yeast BB579 growth in restrictive medium (lifespan-shortening candidates). S. cerevisiae BB579 growth, OD615, 48 h. AID 804. inhibition, % at 10 µM. 0.51% of 140,000 active;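 active means inhibition above a set limit, 3 SD over the mean compound inhibition, cut at about 44% in these data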; further: inactives centre near -24
#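 System: Saccharomyces cerevisiae DeaD strain BB579, replicative lifespan model yeast | Buffer or medium: Restrictive glucose-based CSMM-D medium | Times: 4 h preincubation and 48 h exposure at 30 °C | Detection: OD615 turbidity measurement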
# Yeast lifespan up: yeast lifespan extension; inhibition of the nicotinamide effect, % at 10 µM; 0.68% of 130,000 active; S. cerevisiae growth with nicotinamide, OD615; deaD strain in restrictive glucose medium;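 active means inhibition above a set limit, placed 3 SD over the median of all compounds, cut at about 26% in these data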;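 further: 0% = nicotinamide-treated wells and 100% = cells grown without nicotinamide; some compounds called inactive have numbers as strong as hits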
#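 System: Modified budding yeast, DeaD strain | Buffer or medium: Restrictive glucose medium | Also added: 1.5 mM nicotinamide | Doses: 10 µM single point, 0.25% DMSO | Schedule: 48 h compound exposure at 30 °C, humidified | Detection: Absorbance at 615 nm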
# Measles CPE: protection of cells from measles virus; AID 841; protection (pct of control), % at 4 µM; 1.5% of 140,000 active; Measles virus-infected cells, CPE protection, absorbance; in the data active means protection mostly above about 24%, no sharp cut-off; inactive means mostly below about 26%; further: some compounds called inactive have numbers as strong as hits
# GALR2 blocker: antagonists of human galanin receptor 2 (GALR2); GALR2-expressing cells, antagonist mode; inhibition, % at 4 µM; 0.39% of 140,000 active; in the data active means inhibition above about 27%;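 further: cells stimulated with galanin 1-16 at roughly its EC80; 0% = agonist challenge control and 100% = basal control without agonist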
# Target sequence (O43603 whole entry, looked up): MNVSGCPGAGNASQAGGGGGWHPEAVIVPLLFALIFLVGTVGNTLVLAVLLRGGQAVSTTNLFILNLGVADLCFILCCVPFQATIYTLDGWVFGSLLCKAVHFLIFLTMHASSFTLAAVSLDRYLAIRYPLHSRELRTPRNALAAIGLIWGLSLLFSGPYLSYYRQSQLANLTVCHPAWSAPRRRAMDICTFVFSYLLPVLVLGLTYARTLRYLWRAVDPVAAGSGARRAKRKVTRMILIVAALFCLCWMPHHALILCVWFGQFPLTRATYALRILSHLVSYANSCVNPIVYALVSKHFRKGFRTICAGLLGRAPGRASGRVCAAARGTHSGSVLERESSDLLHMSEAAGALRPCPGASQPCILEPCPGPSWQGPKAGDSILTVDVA
# HCT116 bCat-KO: beta-catenin-lacking colon tumor cell growth suppression | viability, % at 10 µM | HCT116 beta-catenin knockout viability, CellTiter-Glo, 60 h; hits give low values | 1.5% of 140,000 active;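 active means viability at or under a set limit, the compound median less 4 SD, cut at about 6% in these data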;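 further: 0% = Hyamine 1622 control at 20 µM and 100% = untreated cell control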
# Phagocyt inh: inhibitors of macrophage phagocytosis; inhibition, % at 5 µM; 0.07% of 110,000 active; AID 1029; J774A.1 macrophage IgG-bead phagocytosis, imaging;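 active means inhibition above the mean of the plate negative controls plus 5 SD, cut at about 13% in these data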;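 further: phagocytic index as fraction of beads internalized from green versus red external bead signal; plate controls were DMSO negative control for no effect and cytochalasin-D positive control for full effect; some results beyond the cut were filed as inactive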
# HCT116 PTEN-null: PTEN-deleted cell growth suppression; HCT116 PTEN-null viability, CellTiter-Glo, 60 h; hits give low values; viability, % at 10 µM; 1.2% of 140,000 active;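 active means viability at or below a set limit, 4 SD under the median of all tested compounds, cut at about 3.7% in these data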;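 further: PTEN knockout HCT116 line with beta catenin targeted HCT116 as companion control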
# * = called active by the depositor; nt = not tested or not shown.
Compound,MRP1 act,NPY Y2 blocker,E-sel TNF inh,HCT116 PTEN-null,GALR2 blocker,Phagocyt inh,HCT116 bCat-KO,Yeast growth inh,Yeast lifespan up,Measles CPE
CC(C)CCOC(=O)C1C(c2ccccc2)C(C(=O)O)C1c1ccccc1 (centres undefined),-0.2,4.6,-13.0,107.7,-9.2,-0.6,103.7,-33.1,52.9,11.1
Cc1cc(=O)oc2n[nH]c(-c3ccccc3)c12,-2.4,-0.2,-6.0,94.4,-7.3,-1.0,115.3,-15.8,-16.1,31.7
O=C(O)c1cc2c(ccc3ccccc32)o1,-3.7,14.2,8.7,101.7,6.3,0.0,96.5,5.8,-22.6,15.7
Cc1cccc(C)c1OC(=O)CSc1nnc(-c2ccccc2)o1,2.3,9.2,-8.1,100.3,5.2,nt,100.5,-25.9,nt,3.8
Cn1cc(C(=O)Nc2ccc(F)c(F)c2)cn1,0.7,4.4,5.3,102.7,-6.4,-0.4,111.3,-33.4,-15.8,12.1
C/C(=C1/SC(N2CC(C)OC(C)C2)=NC1=O)c1ccccc1 (centres undefined),-0.7,3.6,8.2,85.6,-1.8,-1.2,92.2,-37.8,4.2,4.5
COc1ccc(C(=O)Oc2ccc3oc(=O)sc3c2)cc1,-4.5,3.0,-10.6,112.5,-7.5,-1.1,104.5,-6.4,-6.8,5.0
Cn1c(=O)c2c(ncn2CC(=O)N2CCN(c3cccc(Cl)c3)CC2)n(C)c1=O,-3.3,-0.5,-22.9,90.8,-2.8,3.4,96.9,-22.4,-2.2,3.4
O=C(COc1ccccc1)Nc1cccc2nsnc12,-3.8,9.2,1.4,92.3,12.9,0.1,90.6,-19.8,-10.1,16.4
COC(=O)CN(c1ccc(C)c(Cl)c1)S(C)(=O)=O,-1.7,2.0,-17.2,112.9,-12.0,0.1,107.7,-9.9,1.4,25.2
CC(C)(C)C1CCc2onc(C(=O)Nc3ccc(F)cc3F)c2C1 (centres undefined),2.2,6.5,18.5,67.9,-13.9,-0.3,76.0,-11.1,-10.0,12.1
CCCOc1ccc(C(CC(=O)O)NC(=O)C23CC4CC(CC(C4)C2)C3)cc1 (centres undefined),-0.5,4.1,4.9,89.6,11.4,-1.6,90.3,-36.2,-13.2,22.1
Cc1ccc2c(c1)Sc1ccccc1CC2=O,-3.2,3.0,-17.9,89.3,-4.6,nt,89.5,-5.9,-22.2,6.2
O=C(c1cnn2ccccc12)N1CCc2ccccc21,-1.5,-0.4,14.2,91.5,6.6,-0.7,92.6,17.6,-13.0,14.3
O=C(O)c1cccc2c1C(=O)N(C1CCCCC1)C2,-1.3,0.0,nt,99.5,-2.3,-0.4,92.0,-17.6,63.7*,1.9
CN(C)c1ccc(NC(=O)CN2CCN(CC(=O)Nc3ccc(F)cc3)CC2)cc1,-3.9,-1.1,-0.6,85.2,-10.1,0.1,85.3,-20.1,-5.3,40.1
CCOC(=O)CSc1nnc(C2CCCCC2)n1C,-1.6,6.9,nt,90.5,7.3,-1.8,94.5,-4.7,-6.8,4.2
O=C(CSc1n[nH]c(-c2cccnc2)n1)Nc1ccnc2ccccc12,-0.8,3.2,-8.2,93.0,6.9,-0.5,96.4,-10.0,-0.1,6.8
O=C(NC1=NCCS1)c1cc(-c2cccc(Br)c2)nc2ccccc12,-4.1,-1.6,nt,55.5,-4.5,2.3,67.6,-27.6,-6.4,11.3
COc1cnc(-c2ccccn2)nc1Sc1ccccc1Cl,-7.2,2.1,nt,13.3,5.8,nt,10.4,-22.9,57.6,4.2
O=C(c1ccc2ccccc2c1)c1c[nH]cc1-c1ccccc1,-0.4,3.0,18.8,82.5,5.3,nt,86.5,-26.6,nt,10.4
CC(=O)N1CC=C2C(C#N)=C(N)C(C#N)(C#N)C(C)C2C1 (centres undefined),-1.2,-0.8,-32.0,99.1,9.5,3.9,102.8,-10.9,-6.5,8.3
CCCN1CCN(C(=O)CCCNC(=O)Cn2cnc3sc(C)c(C)c3c2=O)CC1,-1.3,1.2,nt,90.8,-8.0,0.1,89.2,0.4,-1.9,14.8
CC(C)C(=O)Nc1cccc(-c2cn3ccsc3n2)c1,-0.7,-2.7,-3.5,122.4,7.5,0.8,106.3,-38.9,-14.3,4.7
OC1CCCN(Cc2c3ccccc3cc3ccccc23)C1 (centres undefined),-1.8,8.2,-60.3,23.6,6.9,-0.9,17.1,-42.4,-6.8,17.8
CN(c1ccc(C(=O)N2CCN(Cc3ccc4c(c3)OCO4)CC2)cc1)S(=O)(=O)c1ccccc1,-1.6,0.1,12.6,30.3,-17.5,-0.5,33.0,-40.9,-3.7,8.2
CCN1C(=O)c2cccc3c(S(=O)(=O)N(C(=O)c4cccnc4)c4ccc(OC)cc4)ccc1c23,-2.9,1.6,nt,49.1,0.9,-5.1,58.1,-25.0,5.8,10.2
CN(C)c1ccc(C(c2nnnn2C(C)(C)C)N2CCN(C(=O)c3ccco3)CC2)cc1 (centres undefined),-1.0,2.3,-7.2,88.8,1.1,-0.9,83.5,3.4,-8.0,7.9
Cc1cc([N+](=O)[O-])ccc1N(C)C,0.5,0.6,-5.1,93.3,3.9,-3.7,84.5,-42.8,2.7,15.3
COc1ccccc1-c1nnc(SCC(=O)Nc2ccc(Cl)cc2Cl)o1,-1.7,5.3,-16.8,90.9,6.2,-3.1,86.9,-30.9,-8.9,10.4
O=C(NN=C1C2CC3CC(C2)CC1C3)c1cccs1,0.9,3.9,1.9,103.9,2.1,-0.3,116.0,-45.3,-3.7,7.3
CCNc1nc(N)nc(Oc2ccc(OCc3ccccc3)nn2)n1,-2.7,0.8,-7.3,95.0,0.8,nt,91.5,-32.1,-10.8,27.1
CCCCCc1nc(N)c(C#N)c(-c2ccco2)c1CCCC,-3.9,7.6,6.3,82.2,-0.4,nt,82.3,-30.8,1.1,4.3
COC(=O)Cn1cnc2sc(C)c(S(=O)(=O)N3CCN(c4ccccc4OC)CC3)c2c1=O,-0.9,0.3,nt,104.1,4.5,-0.2,95.2,-44.2,-1.9,0.9
CCc1ccccc1NC(=O)CN(C)C(=O)COc1ccc(C)nc1[N+](=O)[O-],-2.1,2.1,nt,95.3,-7.6,-6.5,96.2,7.0,-0.9,5.5
COc1ccc(CCN(Cc2cc3cccc(C)c3[nH]c2=O)C(=O)N2CCCC2)cc1OC,-0.9,2.2,-45.4,74.9,10.2,3.0,84.3,-4.8,-11.6,4.5
CCc1nnc(NC(=O)[C@@H](NC(=O)c2cccc(S(=O)(=O)N3CCOCC3)c2)C(C)C)s1,-0.3,3.8,8.8,75.8,-3.2,0.1,96.9,-34.1,-10.2,23.1
CCOC(=O)NCc1ccc2c(c1)cc(C)n2C,0.0,3.1,nt,100.5,-3.9,nt,97.4,-11.1,-7.5,13.4
COc1ccc(OC)c(NS(=O)(=O)c2cccs2)c1,-0.8,2.2,8.1,89.7,-4.6,nt,84.5,-18.0,-5.3,8.8
Cc1cc(C)n(/N=C/c2cccc(O)c2)c(=O)c1C(N)=O,1.6,2.0,nt,105.6,-7.8,-1.6,102.1,-28.6,-0.1,7.4
C=C(C)CNC(=S)N/N=C(\C)c1ccc(Cl)s1,-1.8,0.1,nt,82.7,-2.7,0.3,82.2,-1.2,-2.1,7.0
CCOc1ccc(-c2nnn(CC(=O)N3CCCC3)n2)cc1OCC,0.8,2.9,35.4,103.5,0.8,nt,102.1,-4.4,nt,2.7
CC(C)CNS(=O)(=O)c1ccc(C(=O)Nc2ccc3c(c2)OCCO3)cc1,-2.9,-1.1,13.0,88.6,9.5,1.6,91.4,-16.2,-3.8,15.1
CNC(=O)COC(=O)c1ccc([N+](=O)[O-])cc1Cl,1.9,0.6,nt,99.2,11.5,-8.2,95.8,-2.9,-1.3,5.0
Cc1ccc(C)c(N2CCN(C(=O)COc3cc(=O)n(C)c4ccccc34)CC2)c1,0.0,0.7,nt,65.9,-5.6,-2.2,82.1,-28.6,-20.9,1.8
O=C(CS(=O)(=O)Cc1ccccc1)N1CCc2ccccc2C1,-1.2,1.5,-13.7,95.8,-6.4,-0.6,103.9,-48.1,2.8,5.4
CC(=O)NC1C(=O)N(CCc2ccccc2)c2ccccc21 (centres undefined),-3.2,0.9,-0.4,94.0,-4.6,1.8,100.6,-35.2,-13.0,6.1
CCn1c(SCC#N)nc2c(c1=O)C1(CCCC1)Cc1ccccc1-2,-1.0,4.0,-7.5,64.9,0.0,-0.7,65.6,-10.1,-12.8,19.9
Cc1noc(C)c1COC(=O)CCCc1nc2ccccc2s1,-0.6,5.1,5.3,98.7,-4.0,0.0,94.3,5.2,-11.3,2.9
CCOC(=O)c1ccc(NC(=O)C2C3C=CC(C3)C2C(=O)O)cc1 (centres undefined),-0.8,1.8,nt,103.6,5.1,-0.4,105.6,11.2,-10.6,5.2
O=C(CSc1nc2ccccc2c(=O)[nH]1)c1ccc(O)c(O)c1,-1.2,2.6,-29.3,107.3,10.7,nt,91.8,-35.2,-11.9,7.7
CC1=C(C(=O)Nc2ccccc2)C(c2ccccn2)n2ncnc2N1 (centres undefined),-0.6,-1.0,10.5,96.2,-0.1,-1.6,89.5,-19.7,-13.7,12.2
c1ccc(-c2cc(N3CCCCCC3)n[nH]2)cc1,-1.0,-0.3,8.1,99.4,0.1,3.4,93.8,-36.2,-3.2,13.8
Cc1c2c(nc3c(C)cccc13)OC(C)C2 (centres undefined),-1.7,0.1,-16.4,96.5,-13.7,nt,94.9,-21.6,-10.3,4.3
S=c1nc[nH]c2c1sc1nc(-c3ccccc3)c3c(c12)CCCC3,-1.9,-1.5,54.5,96.7,-21.4,2.0,97.5,-9.8,-1.6,3.7
COc1cc(-c2nc3ccccn3c2NCC2CCCO2)ccc1O (centres undefined),-1.8,1.1,6.1,76.1,0.1,-0.4,88.5,-24.0,-0.6,2.2
COC(=O)CSC1=C(C#N)C(=O)NC2(CCCCC2)S1,-0.9,0.9,-102.2,87.8,7.1,-3.4,89.0,-31.3,-0.7,8.1
C(=C\c1ccccc1)/CN1CCN(C(c2ccccc2)c2ccccc2)CC1,-2.2,3.1,nt,62.9,-2.0,nt,55.9,-50.9,4.9,28.6
c1ccc2c(c1)nc(-c1ccncc1)n1nnnc21,-1.0,0.3,-16.5,92.7,-5.3,nt,89.6,-18.3,-8.5,25.7
CCOc1ccc(NC(=O)c2csc3c2CCCC3)cc1,-0.2,1.2,-10.7,82.6,13.1,nt,85.1,-22.8,12.1,6.4
COCCOC(=O)c1c(C)oc2ccc(OCc3cc(C(=O)OC)oc3C)cc12,-1.8,6.5,-6.4,34.3,-16.2,-0.4,23.7,-28.4,-18.3,14.6
